High-throughput results from PubChem.
pPAFAH FP inh = inhibitors of human plasma PAF acetylhydrolase (pPAFAH); inhibition, % at 3.39 µM; 330,000 tested, 1.5% active; Q13093; recombinant pPAFAH, FP-rhodamine probe fluorescence polarization; AID 463082;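 active = inhibition above the mean inhibition across the screen plus 3 SD, cut at about 25% in these data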;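 note: inhibitors block binding of the rhodamine activity-based probe so polarization drops; 0% = enzyme with DMSO and 100% = wells lacking pPAFAH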
PAFAH1B3 FP inh = PAFAH1B3 (human) inhibition; Q15102; recombinant PAFAH1B3, FP-rhodamine probe, fluorescence polarization; inhibition, % at 3.39 µM; 340,000 tested, 0.28% active; AID 492972;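 active = inhibition above the screen-wide average of all tested compounds plus 3 SD, cut at about 25% in these data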;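 note: 0% = enzyme with DMSO only and 100% = wells lacking PAFAH1B3 protein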
Target sequence (Q15102 whole entry, looked up): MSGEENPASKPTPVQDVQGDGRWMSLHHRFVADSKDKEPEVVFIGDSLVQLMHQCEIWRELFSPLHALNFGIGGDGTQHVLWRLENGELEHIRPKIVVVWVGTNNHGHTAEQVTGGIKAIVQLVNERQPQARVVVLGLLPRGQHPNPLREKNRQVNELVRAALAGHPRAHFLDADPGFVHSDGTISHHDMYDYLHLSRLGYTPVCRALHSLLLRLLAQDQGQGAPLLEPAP
LYPLA1 inh = LYPLA1 (human) inhibition in PME1 counter-screen | 320,000 tested, 0.16% active | recombinant LYPLA1, FP-Rh probe fluorescence polarization | inhibition, % at 5.9 µM;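 active = inhibition above the mean of all tested compounds plus 3 SD, set per campaign, cut at about 14% in these data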;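 note: inhibitors block serine hydrolase probe labeling of LYPLA1 so polarization falls; 0% = enzyme with DMSO and 100% = wells lacking LYPLA1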
GSTO1 counter = GSTO1 inhibition, counter-screen for RBBP9 inhibitors; P78417; recombinant GSTO1, activity-based probe fluorescence polarization; inhibition, % at 5.96 µM; 300,000 tested, 1.1% active; AID 1974;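 active = inhibition above the campaign mean inhibition plus 3 SD, cut at about 35% in these data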;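 note: 0% = GSTO1-1 with DMSO and 100% = wells lacking GSTO1-1 enzyme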
PAFAH2 inh = inhibitors of human PAFAH2 | Q99487 | inhibition, % at 3.39 µM | 340,000 tested, 0.99% active | recombinant PAFAH2, FP-rhodamine activity probe, fluorescence polarization;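 active = inhibition above the mean over all tested compounds plus 3 SD, cut at about 30% in these data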;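 note: inhibitors block probe labeling of enzyme so polarization drops; 0% = enzyme with DMSO and 100% = wells lacking PAFAH2 protein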
PAD4 inh = inhibitors of human PAD4; 330,000 tested, 0.41% active; Q9UM07; inhibition, % at 6.36 µM; recombinant PAD4, RCA probe fluorescence polarization;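 active = percent inhibition above a cutoff equal to the mean of all tested compounds plus 3 SD, cut at about 15% in these data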;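 note: 0% = PAD4 with RCA probe and DMSO and 100% = probe without PAD4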
Target sequence (Q9UM07 whole entry, looked up): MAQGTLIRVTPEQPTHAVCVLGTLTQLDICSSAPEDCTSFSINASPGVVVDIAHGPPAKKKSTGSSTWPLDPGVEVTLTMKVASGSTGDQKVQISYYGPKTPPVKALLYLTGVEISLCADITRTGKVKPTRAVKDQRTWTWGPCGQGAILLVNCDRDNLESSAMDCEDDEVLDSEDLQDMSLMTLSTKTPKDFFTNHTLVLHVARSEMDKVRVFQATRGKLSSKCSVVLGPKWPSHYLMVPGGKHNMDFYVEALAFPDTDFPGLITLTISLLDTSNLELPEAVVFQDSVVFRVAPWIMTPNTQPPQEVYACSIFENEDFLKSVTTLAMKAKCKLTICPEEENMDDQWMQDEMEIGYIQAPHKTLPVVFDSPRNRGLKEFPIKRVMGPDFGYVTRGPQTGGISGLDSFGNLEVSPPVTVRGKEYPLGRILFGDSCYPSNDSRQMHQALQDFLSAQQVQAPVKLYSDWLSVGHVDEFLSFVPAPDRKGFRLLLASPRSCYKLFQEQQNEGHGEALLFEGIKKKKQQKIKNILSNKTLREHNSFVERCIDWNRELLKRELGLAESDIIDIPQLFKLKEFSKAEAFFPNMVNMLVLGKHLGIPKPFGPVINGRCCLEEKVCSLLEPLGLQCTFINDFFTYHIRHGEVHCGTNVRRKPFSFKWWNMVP
PREPL inhibitor = human PREPL enzyme inhibition; Q4J6C6; recombinant PREPL, fluorescence polarization activity-based probe; inhibition, % at 5.96 µM; 320,000 tested, 0.68% active; in the data active = inhibition above about 43%;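 note: 0% = enzyme with DMSO and 100% = wells lacking enzyme; many of its hits are not listed in these tables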
LYPLA2 inh = LYPLA2 (human) inhibition in PME1 counter-screen | AID 2177 | 320,000 tested, 0.38% active | recombinant LYPLA2, FP-Rh probe fluorescence polarization | O95372 | inhibition, % at 5.9 µM;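 active = inhibition above the screen-wide mean plus 3 SD, limit set per campaign, cut at about 26% in these data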;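 note: 0% = LYPLA2 with DMSO and 100% = wells lacking LYPLA2 enzyme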
PAFAH1B2 inh = PAFAH1B2 (human) inhibition | inhibition, % at 3.39 µM | 340,000 tested, 1.2% active | recombinant PAFAH1B2, FP-rhodamine activity probe, fluorescence polarization | P68402;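 active = inhibition above the mean of all tested compounds plus 3 SD, cut at about 24% in these data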;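 note: 0% = enzyme with DMSO and 100% = wells lacking PAFAH1B2; many of its hits are not listed in these tables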
Active calls of the source: *; · = no result given. These rows are one share of the data; the hit share may differ from the screen's.

SMILES	pPAFAH FP inh	PAFAH1B3 FP inh	LYPLA1 inh	GSTO1 counter	PAFAH2 inh	PAD4 inh	PREPL inhibitor	LYPLA2 inh	PAFAH1B2 inh
CC(NC(=O)COc1ccccc1-c1ccccc1)c1ccccc1 (centres undefined)	1	3	3	3	4	2	-1	0	9
Cc1[nH]n(-c2ccccc2)c(=O)c1/C=N/Nc1nncc(-c2ccccc2)n1	3	22	-5	3	4	-5	6	-4	0
COc1ccc(OC(C)C(=O)N(C)Cc2nc(-c3cccc(C)c3)no2)cc1 (centres undefined)	5	5	2	-5	1	-4	5	2	10
COc1ccc(CN2C3CCCC2CC(NC(=O)Nc2cccc(C)c2)C3)cc1 (centres undefined)	6	12	2	0	1	2	-13	11	6
Cc1cc(C)c(C#N)c(SCc2nc3ccccc3c(=O)[nH]2)n1	4	6	2	1	8	-8	6	-5	1
COC/C=C/C1=CC2=CC(=O)C(C)(OC(=O)c3cnc4ccccc4n3)C(=O)C2=CN1c1cccc(C#N)c1 (centres undefined)	15	·	-1	25	·	4	10	4	·
CCOC(=O)C1CCCN(c2c(NCCCN(CC)c3ccccc3)c(=O)c2=O)C1 (centres undefined)	3	1	3	6	4	0	16	-5	9
O=C(c1ccc(Cl)nc1)N1CCN(S(=O)(=O)c2ccc3c(c2)OCCO3)CC1	1	9	1	·	7	3	11	5	5
Cc1ccc(C(=O)Nc2ccc3nc(C)sc3c2)s1	0	3	-4	-5	4	-3	-1	5	4
CC(C)CCN1CCN(C2CSCCSC2)CC1CCO (centres undefined)	0	-3	1	3	-2	-2	6	8	4

Whole records, looked up by structure. Order of screens: pPAFAH FP inh, PAFAH1B3 FP inh, LYPLA1 inh, GSTO1 counter, PAFAH2 inh, PAD4 inh, PREPL inhibitor, LYPLA2 inh, PAFAH1B2 inh
`Cc1[nH]n(-c2ccccc2)c(=O)c1/C=N/Nc1nncc(-c2ccccc2)n1` in the list: 3, 22, -5, 3, 4, -5, 6, -4, 0
`Cc1cc(C)c(C#N)c(SCc2nc3ccccc3c(=O)[nH]2)n1` in the list: 4, 6, 2, 1, 8, -8, 6, -5, 1

Reformatted field by field: 2 of the compounds above
> CCOC(=O)C1CCCN(c2c(NCCCN(CC)c3ccccc3)c(=O)c2=O)C1 (centres undefined)
  pPAFAH FP inh: 3
  PAFAH1B3 FP inh: 1
  LYPLA1 inh: 3
  GSTO1 counter: 6
  PAFAH2 inh: 4
  PAD4 inh: 0
  PREPL inhibitor: 16
  LYPLA2 inh: -5
  PAFAH1B2 inh: 9

> O=C(c1ccc(Cl)nc1)N1CCN(S(=O)(=O)c2ccc3c(c2)OCCO3)CC1
  pPAFAH FP inh: 1
  PAFAH1B3 FP inh: 9
  LYPLA1 inh: 1
  GSTO1 counter: ·
  PAFAH2 inh: 7
  PAD4 inh: 3
  PREPL inhibitor: 11
  LYPLA2 inh: 5
  PAFAH1B2 inh: 5

Next compounds follow.
SMILES	pPAFAH FP inh	PAFAH1B3 FP inh	LYPLA1 inh	GSTO1 counter	PAFAH2 inh	PAD4 inh	PREPL inhibitor	LYPLA2 inh	PAFAH1B2 inh
CCOc1ccccc1NC(=O)N1CCCC(c2nc3c(nnn3Cc3ccc(C)cc3)c(=O)[nH]2)C1 (centres undefined)	4	5	1	-2	-4	-4	8	3	8
COc1ccc(C2C=C(c3ccc(C)c(C)c3)Nc3ncnn32)c(OC)c1OC (centres undefined)	3	10	-3	-3	3	2	4	-1	6
CC1CCCC(C)N1CC(O)COc1c(F)cc(Br)cc1F (centres undefined)	-4	7	-3	7	1	-10	12	-5	2
Cc1cc2n(n1)C(c1cn(-c3ccccc3)nc1C)Nc1ccccc1-2 (centres undefined)	1	8	-3	-8	-7	1	-11	-2	3
Cc1ccc(N2CC(C(=O)NCCc3ccc(S(N)(=O)=O)cc3)CC2=O)cc1 (centres undefined)	-2	-12	-1	7	-5	5	5	-3	2
CCN(CC)S(=O)(=O)c1cccc(C(=O)NCCCN2CCOCC2)c1	1	-2	-1	0	-5	0	-4	-3	1
COc1nc(C)nc2c1sc(=S)n2C	4	5	5	0	-3	-7	-5	4	2
COc1ccc(OC)c(NC(=O)c2cc(-c3cc(C)cc(C)c3O)n[nH]2)c1	8	1	-1	-1	0	0	0	6	5
CCOC(=O)c1c(-c2cccs2)csc1NC(=O)c1ccncc1	6	-3	-1	1	-4	2	-48	5	4
CCc1[nH]nc(C(=O)NC2CCCN(Cc3ccccc3F)C2)c1C (centres undefined)	7	4	-1	0	7	3	-4	6	1
COC(=O)c1cn(NC(=O)CC2CCCCC2)c(=O)c2ccccc12	4	-5	-2	-6	-2	-3	-7	-5	4
COc1ccc(N2CCN(C(=O)CCC(=O)N3CC(C)Oc4ccc(C)cc43)CC2)cc1 (centres undefined)	-1	5	4	2	3	1	5	9	9
COc1ccc(Cl)cc1N(C(C)C(=O)O)S(C)(=O)=O (centres undefined)	5	-3	1	0	-3	1	1	-5	1
COc1ccc(CCNC(=O)CCn2c(SCC#N)nc3ccccc3c2=O)cc1OC	3	4	0	6	-1	1	-6	-2	1
O=C(CSc1nc(Nc2ccccc2)nc(N2CCOCC2)n1)Nc1ccc([N+](=O)[O-])cc1	7	-11	-10	-34	-31	0	13	-5	-14
NC(=O)CSc1nnc(-c2cnccn2)n1Cc1ccco1	0	·	-1	-1	·	1	4	3	·
CCOc1cc2[nH]c(=O)n(CCc3ccc(OC)c(OC)c3)c(=O)c2cc1OCC	-1	-15	-4	-2	1	5	4	-2	4
ClCC1CN(Cc2ccccc2Cl)CCO1 (centres undefined)	-2	1	3	-8	4	-7	-4	6	-5
COc1ccc(Nc2ncnc3scc(-c4ccc(OC)cc4)c23)cc1	13	3	-4	0	-5	-3	22	4	4
COC(=O)c1ccc(C(=O)OC)c(NC(=O)CN(c2ccccc2)S(=O)(=O)N(C)C)c1	4	1	-2	-10	8	3	-4	1	5
O=C(NCCSc1ccccc1)c1cccnc1	1	-9	2	2	1	0	0	-4	2
CC1=C(CC(=O)O)c2cc(F)ccc2/C1=C\c1ccc(S(C)=O)cc1 (centres undefined)	-2	11	0	0	-3	4	-10	-2	-1
COc1ccc(-n2cnnc2SCC(=O)N(C)C2CCS(=O)(=O)C2)cc1 (centres undefined)	-12	6	0	7	-3	-3	1	-2	1
CCN(CC(=O)Nc1cccc(OC)c1)C(=O)c1cccc(S(=O)(=O)N2CCc3ccccc32)c1	1	0	-7	·	2	-6	-5	-11	6
COc1cccc2sc(=NC(=O)CCS(=O)(=O)c3ccc(C)cc3)n(C)c12	0	5	-1	-2	-3	-3	7	0	-3
CN(c1ccccc1C(=O)NCC1CCCO1)S(C)(=O)=O (centres undefined)	7	8	-3	-1	-5	0	-2	3	3
CCOC(=O)c1c(CSC(=N)N)n(C)c2cc(Br)c(OC(C)=O)cc12	-1	5	-3	-23	6	38*	1	0	4
CCOc1ccc(S(=O)(=O)NCc2ccccc2OC)cc1	-2	2	3	-2	3	0	-4	0	3
CCOc1ccc(C(F)(F)F)cc1NC(=O)c1ccc(OC)c([N+](=O)[O-])c1	4	9	0	4	-2	-1	-2	5	4
CCOc1ccc(CN2CCNC(=O)C2CC(=O)NCCCn2ccnc2)cc1 (centres undefined)	2	3	-2	1	0	2	1	-3	5
N#CC(C#N)=C1C(=O)N(CCN2CCCCC2)c2ccccc21	7	-6	3	-10	3	-2	26	0	2
O=C(CSc1ncnc2c(-c3ccc(Cl)cc3)nsc12)c1ccccc1	-1	4	-1	4	6	4	25	6	-1
CCOC(=O)c1c(NC(=O)CCNCc2ccco2)sc2c1CCC2	8	·	-1	-5	·	1	22	0	·
COCC1CCCN(Cc2cn(-c3ccccc3F)nc2-c2cc(C)sc2C)C1 (centres undefined)	0	2	-4	1	-5	-3	0	-2	1
COc1ccc(CCNC(=O)CCn2c(SCC(=O)N3CCCC3)nc3ccccc3c2=O)cc1OC	4	8	0	-3	8	-4	-6	-4	6
COc1ccc(OC)c(-c2nn(-c3ccccc3)cc2C(=O)NCC2CCCO2)c1 (centres undefined)	1	-3	-2	-2	0	-4	2	8	6
COc1cccc(NC(=O)CN(C)C(=O)c2oc3c(ccc4ccccc43)c2C)c1	0	-6	-12	-10	-6	-2	-1	-27	-2
CCC(C)N=C1Sc2nc3ccc(C)cc3cc2CN1CCOC (centres undefined)	-3	-4	-2	15	5	0	13	-5	5
COc1ccc(N=C2C(=O)Nc3ccc(C)c(Br)c32)cc1	2	1	-2	11	-2	-1	23	0	6
O=C(Nc1cccc2ccccc12)NC(Cc1ccccc1)C(=O)O (centres undefined)	0	2	-3	-1	-7	-3	-5	-3	4
CCS(=O)(=O)N1CCC(c2nc(-c3ccc(C)cc3)no2)CC1	-4	-9	3	2	-5	-2	-2	5	0
COc1cccc(CNC(=O)C(Cc2ccccc2)n2cccc2)c1 (centres undefined)	0	1	1	16	-2	-1	5	5	0
Cc1cc(C(=O)OCC(=O)Nc2cc(S(=O)(=O)N3CCOCC3)ccc2Cl)c(C)o1	8	9	1	0	35*	2	9	3	0
COC(=O)C1=C(C)N(Cc2cccnc2)C(=O)C1	5	0	2	0	6	-3	-8	-1	3
COc1cc(OC)cc(C(=O)NNC(=S)NC2CC2)c1	2	1	2	0	4	-6	3	6	5
Cc1ccc(C(C)C)c(OCCN)c1	1	5	3	3	-6	-3	-3	6	-1
Cc1ccc(NC(=O)CN(C)C(=O)c2ccccc2Sc2ccccc2C#N)cc1	2	8	-1	4	3	1	6	-3	9
O=C(Cn1cc(/C=N/NC(=O)c2cccc(C(F)(F)F)c2)c2ccccc21)Nc1ccc(F)cc1	4	5	-4	6	-12	1	9	-2	-3
N#CC(NC(=O)OCc1ccccc1)c1ccccc1 (centres undefined)	8	-4	2	5	5	1	7	4	1
CCOC(=O)c1ccc(NC(=O)CCNS(=O)(=O)c2ccc3c(c2)oc(=O)n3C)cc1	0	9	-3	1	-2	-2	-1	3	3

In another format: results already given
structure | pPAFAH FP inh | PAFAH1B3 FP inh | LYPLA1 inh | GSTO1 counter | PAFAH2 inh | PAD4 inh | PREPL inhibitor | LYPLA2 inh | PAFAH1B2 inh
N#CC(C#N)=C1C(=O)N(CCN2CCCCC2)c2ccccc21 | 7 | -6 | 3 | -10 | 3 | -2 | 26 | 0 | 2
O=C(CSc1ncnc2c(-c3ccc(Cl)cc3)nsc12)c1ccccc1 | -1 | 4 | -1 | 4 | 6 | 4 | 25 | 6 | -1
CCOC(=O)c1c(NC(=O)CCNCc2ccco2)sc2c1CCC2 | 8 | · | -1 | -5 | · | 1 | 22 | 0 | ·
COCC1CCCN(Cc2cn(-c3ccccc3F)nc2-c2cc(C)sc2C)C1 (centres undefined) | 0 | 2 | -4 | 1 | -5 | -3 | 0 | -2 | 1
COc1ccc(CCNC(=O)CCn2c(SCC(=O)N3CCCC3)nc3ccccc3c2=O)cc1OC | 4 | 8 | 0 | -3 | 8 | -4 | -6 | -4 | 6

Looked up above.
Cc1cc(C(=O)OCC(=O)Nc2cc(S(=O)(=O)N3CCOCC3)ccc2Cl)c(C)o1 in LYPLA1 inh has 1
CCS(=O)(=O)N1CCC(c2nc(-c3ccc(C)cc3)no2)CC1 in PREPL inhibitor has -2
Cc1ccc(NC(=O)CN(C)C(=O)c2ccccc2Sc2ccccc2C#N)cc1 in GSTO1 counter has 4
Cc1ccc(C(C)C)c(OCCN)c1 in LYPLA2 inh has 6
COc1cc(OC)cc(C(=O)NNC(=S)NC2CC2)c1 in LYPLA2 inh has 6
COc1cccc(CNC(=O)C(Cc2ccccc2)n2cccc2)c1 (centres undefined) in GSTO1 counter has 16
